Screens as filed in PubChem.
mIDH1 inhibitor = qHTS for Inhibitors of mutant isocitrate dehydrogenase 1 (IDH1): qHTS | Isocitrate dehydrogenase [NADP] cytoplasmic (Homo sapiens), O75874 | IDH1-R132H enzyme, NADPH consumption, diaphorase/resazurin fluorescence | Potency, µM (series often up to 76.6 µM), without a hit: at the top dose activity change, negative = inhibition, hits mostly inhibitors | 390,000 tested, 0.093% active | AID 602179, 2012; note: potency is the fitted concentration of half-maximal effect; % is set by controls: 0 for no effect and ±100 for the full control effect; nearly all actives have a fitted effect of over 65% in size
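IDH1-R132H (0.5 ug/mL) preincubated 30 min with compound, then NADPH (0.016 mM) and alpha-KG (2 mM) added; 80 min at RT, pH 7.5. Remaining NADPH coupled via diaphorase/resazurin to fluorescence (540/590 nm); concentration-response curves normalized to no-enzyme control.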
LDHA block = qHTS assay for inhibitors of human lactate dehydrogenase; purified LDHA, NADH/diaphorase-resazurin fluorescence; stronger effect = lower value; activity change, % (values are at about 110 or 230 µM); 480,000 tested, 0.15% active; AID 1347041, 2019; in the data active = activity change below about -30%; inconclusive = mostly about -25% to -30%;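 note: plate controls were DMSO wells for no effect and wells without enzyme for full effect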
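LDH5 2 nM; NADH 0.06 mM, pyruvate 0.2 mM; 200 mM Tris pH 7.4, EDTA, Tween-20; 5 min RT. Detection: diaphorase 0.133 mg/mL + resazurin 37 µM, fluorescence ex540/em590 at 0 and 20 min; normalized to enzyme-free and DMSO wells.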
USP1 inh = Inhibitors of USP1/UAF1: Primary Screen; recombinant USP1/UAF1, Ub-Rhodamine cleavage fluorescence; AID 743255, 2014; Potency, µM (top dose mostly 57.1 µM), for the others: at the highest dose activity change, negative = inhibition, hits mostly inhibitors; 390,000 tested, 0.23% active; Ubiquitin carboxyl-terminal hydrolase 1 (Homo sapiens), O94782; note: potency is the fitted concentration of half-maximal effect; % is set by controls: 0 for no effect and ±100 for the full control effect; nearly all actives have a fitted effect of over 60% in size; inactives centre near -12
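High-throughput fluorogenic screen: 1nM USP1/UAF1 complex, Ub-Rho substrate 150nM final, 50mM HEPES pH 7.8 with 0.5mM EDTA, 0.1 mg/ml BSA, 1mM TCEP and 0.01% Tween-20.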
RXFP1 agonist = qHTS Assay for Agonists of the Relaxin Receptor RXFP1; Relaxin receptor 1 (Homo sapiens), Q9HBX9; HEK293T-RXFP1 cAMP TR-FRET, 30 min; response scale: percent of porcine relaxin response, buffer zero; Potency, µM (doses to about 57.5 µM), for inactives: at the top dose activation, actives largely listed as activators; 370,000 tested, 0.3% active; note: potency is the fitted concentration of half-maximal effect; % is set by controls: 0 for no effect and ±100 for the full control effect; nearly all actives have a fitted effect of over 60% in size; many of its hits are not listed in these tables
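HEK293T cells stably expressing RXFP1 were pretreated with the PDE4 inhibitor Ro 20174, exposed to compounds for 30 min at 37C, lysed, and cAMP was read by TR-FRET. Data normalized to buffer (basal) and 29 nM porcine relaxin (100%).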
GRP78 ERSR act = qHTS for Inducers of the Endoplasmic Reticulum Stress Response (ERSR) in Human Glioma: qHTS | U87-MG GRP78 promoter luciferase reporter, 16 h | AID 602332, 2012 | 420,000 tested, 0.02% active | Potency, µM, for the others: at the highest dose activation, most hits filed as activators; note: potency is the fitted concentration of half-maximal effect; series mostly up to about 76 µM; % of control where 0% means no effect; nearly all actives have a fitted effect of over 35% in size
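ERSR induction read as luciferase luminescence (Bright-Glo, 10 min at room temperature) in stably transfected human U87-MG glioma cells exposed to compounds for 16 h, using GRP78 as sensor.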
PI4K2A block = qHTS for small molecular inhibitors of PI4K2A. Phosphatidylinositol 4-kinase type 2-alpha (Homo sapiens), Q9BTU6. purified PI4K2A, ADP-Glo luminescence, 1 h; stronger effect = lower value. activity change, negative = inhibition, % at 76.9 µM. 420,000 tested, 0.13% active; in the data active = activity change below about -50%; inconclusive = mostly about -30% to -49%;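 note: -100% = wells without enzyme as full effect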
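ADP-Glo luminescence measured ADP generated by PI4K2A enzyme (4 ug/mL before mixing) with 1.2 mM PI substrate (pre-mix) and 300 microM ATP (pre-mix). Tris pH7.5 buffer with MgCl2, Triton X-100; 1 h reaction at ambient temperature.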
TrxR1 substrate = qHTS Assay for Substrates of Mammalian Selenoprotein Thioredoxin Reductase 1 (TrxR1): qHTS; AID 588456, 2011; 390,000 tested, 0.01% active; Potency, µM (titrated, usually from 114 µM), for inactives: at the top dose activity change, negative = substrate turnover; purified TrxR1 substrate turnover, NADPH consumption readout; Thioredoxin reductase 1, cytoplasmic (Rattus norvegicus), O89049; note: potency is the fitted concentration of half-maximal effect; % is set by controls: 0 for no effect and ±100 for the full control effect; nearly all actives have a fitted effect of over 50% in size
Target sequence (O89049 whole entry, looked up): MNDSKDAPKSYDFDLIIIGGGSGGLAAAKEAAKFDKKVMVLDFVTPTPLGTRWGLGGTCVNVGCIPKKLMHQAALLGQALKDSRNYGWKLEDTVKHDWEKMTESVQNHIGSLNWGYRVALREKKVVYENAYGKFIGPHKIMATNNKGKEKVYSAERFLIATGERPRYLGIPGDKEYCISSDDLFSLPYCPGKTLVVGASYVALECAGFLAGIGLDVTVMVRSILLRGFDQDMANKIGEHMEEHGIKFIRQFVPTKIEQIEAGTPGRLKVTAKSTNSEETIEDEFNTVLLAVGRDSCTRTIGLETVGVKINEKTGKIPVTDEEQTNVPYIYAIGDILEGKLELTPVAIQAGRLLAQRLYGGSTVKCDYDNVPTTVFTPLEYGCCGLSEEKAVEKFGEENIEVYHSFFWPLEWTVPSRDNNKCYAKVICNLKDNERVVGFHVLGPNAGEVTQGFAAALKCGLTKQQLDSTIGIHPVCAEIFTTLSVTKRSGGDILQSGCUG
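Rat TrxR1, dispensed at 90 nM, was prereduced with 400 uM NADPH (final) for 5 min at ~22 deg C, then incubated with compound 15 min before 400 uM selenite. A first-read NADPH fluorescence drop versus no-compound background flagged substrates.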
Vif-APOBEC3G blk = qHTS for Inhibitors of Vif-A3G Interactions: qHTS; DNA dC->dU-editing enzyme APOBEC-3G (Homo sapiens), Q9HC16; HeLa A3G-eYFP + Vif (tagged APOBEC3G with the HIV-1 protein that degrades it), YFP fluorescence, overnight; Potency, µM (series often up to 46.1 µM), for the others: at the top dose activity, negative = active, actives largely listed as inhibitors; 410,000 tested, 0.076% active; AID 602310, 2012;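 note: potency is the fitted concentration of half-maximal effect; % is set by controls: 0 for no effect and ±100 for the full control effect; nearly all actives have a fitted effect of over 60% in size; hits raise eYFP signal because A3G escapes Vif-driven loss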
Target sequence (Q9HC16 whole entry, looked up): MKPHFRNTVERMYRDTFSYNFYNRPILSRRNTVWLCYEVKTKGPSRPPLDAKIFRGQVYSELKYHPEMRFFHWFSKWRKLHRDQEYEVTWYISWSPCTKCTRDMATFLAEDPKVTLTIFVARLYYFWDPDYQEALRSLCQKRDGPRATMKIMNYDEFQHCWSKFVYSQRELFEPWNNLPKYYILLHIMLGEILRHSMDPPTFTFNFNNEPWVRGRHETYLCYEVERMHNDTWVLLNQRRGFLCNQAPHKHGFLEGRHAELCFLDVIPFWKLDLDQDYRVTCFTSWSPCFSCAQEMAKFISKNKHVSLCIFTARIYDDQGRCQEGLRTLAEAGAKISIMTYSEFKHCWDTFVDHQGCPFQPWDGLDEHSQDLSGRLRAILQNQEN
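HeLa cells stably expressing Vif and C-terminally eYFP-tagged A3G, seeded overnight at 37 deg C, then exposed to compound by pintool overnight at 37 deg C. Rise in yellow fluorescence (Ex 488/Em 500-530, Acumen) marks blocked Vif-driven A3G degradation.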
Vif-A3F inh = qHTS for Inhibitors of Vif-A3F Interactions: qHTS. AID 602313, 2012. Potency, µM (series often up to 46.1 µM), without a hit: top-dose activity, negative = active. 390,000 tested, 0.2% active. HeLa A3F-eYFP + Vif (tagged APOBEC3F with the HIV-1 protein that degrades it), YFP fluorescence increase; note: potency is the fitted concentration of half-maximal effect; % of control where 0% means no effect; nearly all actives have a fitted effect of over 65% in size
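HeLa cells stably expressing A3F-eYFP plus Vif, plated and incubated overnight at 37 deg C, then exposed to compounds overnight at 37 deg C. Blocked degradation read as raised yellow fluorescence (Ex 488/Em 500-530).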
Numbers without * were called inactive; & = joins results of further samples; [ ] = another dose, or the depositor's remark. Unless noted, calls come from the whole dose curve; as a rule, active = well fitted curve in the direction sought with a large enough effect; inconclusive = small, poorly fitted or top-dose-only effect, or another doubt; inactive = no such curve, though single readings can be large; an effect the other way counts as inactive or inconclusive. An excerpt; count on the stated rates, not on these rows.

Screening O=C(O)CC(NC(=O)C12CC3CC(CC(C3)C1)C2)c1ccc2c(c1)OCO2 (stereo not drawn) returned mIDH1 inhibitor 8.6%, LDHA block -0.1, USP1 inh -10.8%, RXFP1 agonist -0.6%, GRP78 ERSR act -5.3%, PI4K2A block -4.6, TrxR1 substrate -16.5%[57.1 µM], Vif-APOBEC3G blk -1.4% and Vif-A3F inh -17.5%.
For CCOC(=O)c1sc2nc(C)cc(-c3ccccc3)c2c1N the results were mIDH1 inhibitor 1.6%, LDHA block 1.2, USP1 inh -8.7%, RXFP1 agonist 1.6%, GRP78 ERSR act -3.9%, PI4K2A block 0.7, TrxR1 substrate 47.4%[activator], Vif-APOBEC3G blk -6.4% and Vif-A3F inh -8.9%.
For O=C(Nc1cccc(NC(=O)c2cccs2)c1)c1ccc2c(c1)OCO2 the results were mIDH1 inhibitor -2.3%, LDHA block 1.5, USP1 inh -5.5%, RXFP1 agonist 0.1%, GRP78 ERSR act 6.2%, PI4K2A block -1.0, TrxR1 substrate -0.3%, Vif-APOBEC3G blk -1.9% and Vif-A3F inh 13.0%.
For CC1=NN(C(=O)CCCc2ccccc2)C(O)(C(F)(F)F)C1 (stereo not drawn) the results were mIDH1 inhibitor -1.3%, LDHA block -0.8, USP1 inh -6.8%, RXFP1 agonist -0.4%, GRP78 ERSR act -1.3%, PI4K2A block 5.3, TrxR1 substrate 5.1%, Vif-APOBEC3G blk 0.0% and Vif-A3F inh -16.7%.
CCOC(=O)N1CCN(C(=O)c2ccc(NC(=O)CC)cc2)CC1 was read as mIDH1 inhibitor -9.3%, LDHA block 0.0, USP1 inh -8.8%, RXFP1 agonist 0.4%, GRP78 ERSR act -0.9%, PI4K2A block -9.5, TrxR1 substrate 2.5%, Vif-APOBEC3G blk -5.0% and Vif-A3F inh -9.7%.
Screening COc1cccc(-c2nnn(CCc3nn[nH]n3)n2)c1 returned mIDH1 inhibitor 2.9%, LDHA block -2.4, USP1 inh -20.3%, RXFP1 agonist -0.7%, GRP78 ERSR act -0.1%, PI4K2A block 1.3, TrxR1 substrate 0.6%[57.1 µM], Vif-APOBEC3G blk 0.8% and Vif-A3F inh 4.7%.
`Cc1ccc(CCC(=O)Nc2ccccc2C(=O)O)o1` gave mIDH1 inhibitor 2.8%, LDHA block 1.7, USP1 inh -12.2%, RXFP1 agonist 0.2%, GRP78 ERSR act -2.9%, PI4K2A block -1.2, TrxR1 substrate -1.2%, Vif-APOBEC3G blk -12.7% and Vif-A3F inh 0.2%.
Screening S=C(NCc1ccco1)N/N=C/c1ccncc1 returned mIDH1 inhibitor -4.4%, LDHA block -6.7, USP1 inh -10.7%, RXFP1 agonist 0.0%, GRP78 ERSR act 5.1%, PI4K2A block 1.0, TrxR1 substrate -5.9%, Vif-APOBEC3G blk 1.9% and Vif-A3F inh 16.3%.
C=CCN=C1SCC(=O)N1S(=O)(=O)c1ccc(C)cc1 was read as mIDH1 inhibitor 6.8%, LDHA block -7.9, USP1 inh -23.9%, RXFP1 agonist -1.9%, GRP78 ERSR act -3.8%, PI4K2A block 4.4, TrxR1 substrate 1.7% and Vif-APOBEC3G blk 1.0%.
For O=C(NCc1ccccc1Cl)c1ccc(-c2ccccc2)cc1 the results were mIDH1 inhibitor 1.4%, LDHA block -7.9, USP1 inh 0.5%, RXFP1 agonist 0.5%, GRP78 ERSR act -0.7%, PI4K2A block -2.3, TrxR1 substrate -13.6%, Vif-APOBEC3G blk -5.0% and Vif-A3F inh -9.1%.
For Cc1ccc(C)c(NC(=O)Cn2cnc3c(oc4ccccc43)c2=O)c1 the results were mIDH1 inhibitor 1.7%&-12.1%, LDHA block 3.2&-6.2, USP1 inh -17.0%&-9.1%, RXFP1 agonist 1.1%&0.0%, GRP78 ERSR act 1.4%&-0.2%, PI4K2A block -6.3&1.0, TrxR1 substrate 0.7%[57.1 µM], Vif-APOBEC3G blk 1.0%&-1.4% and Vif-A3F inh 4.6%&3.5%.
Screening COc1cc(C2C(C(=O)Nc3ccccc3)=C(C)Nc3nc(SCc4ccccc4F)nn32)cc(OC)c1OC (stereo not drawn) returned mIDH1 inhibitor 2.0%, LDHA block 1.7, USP1 inh -8.9%, RXFP1 agonist -3.1%, GRP78 ERSR act 0.2%, PI4K2A block 4.6, TrxR1 substrate 1.4%, Vif-APOBEC3G blk 1.9% and Vif-A3F inh 1.1%.
Screening CC(NCc1cccc(S(=O)(=O)N(C)C)c1)c1ccc(F)cc1 (stereo not drawn) returned mIDH1 inhibitor 7.9%, LDHA block -13.2, USP1 inh -6.7%, RXFP1 agonist -2.4%, GRP78 ERSR act -4.1%, PI4K2A block 11.4, TrxR1 substrate -8.8%, Vif-APOBEC3G blk 4.4% and Vif-A3F inh 1.5%.
Screening CCc1nc(N2CCCC(C)C2)c2oc3ccccc3c2n1 (stereo not drawn) returned mIDH1 inhibitor 7.3%, LDHA block -0.4, USP1 inh -18.2%, RXFP1 agonist -0.7%, GRP78 ERSR act -2.5%, PI4K2A block 5.3, TrxR1 substrate 6.2%, Vif-APOBEC3G blk -11.9% and Vif-A3F inh -27.6%.
CON/C=C(\C=Nc1ccc(Cl)cc1)c1ncc(C(F)(F)F)cc1Cl was read as mIDH1 inhibitor 1.8%, LDHA block -2.4, USP1 inh -3.6%, RXFP1 agonist 3.9%, GRP78 ERSR act -2.4%, PI4K2A block -3.7, TrxR1 substrate -4.3%, Vif-APOBEC3G blk 1.1% and Vif-A3F inh 2.4%.
Screening Cc1cc(C(=O)N/N=C/c2cccn2C)no1 returned mIDH1 inhibitor 0.3%, LDHA block -2.6, USP1 inh -2.0%, RXFP1 agonist 1.6%, GRP78 ERSR act -0.4%, PI4K2A block 1.1, TrxR1 substrate -4.2%[57.1 µM], Vif-APOBEC3G blk -2.6% and Vif-A3F inh 9.2%.
Screening Cc1ccccc1OCC(=O)NNC(=S)NC(=O)c1ccco1 returned mIDH1 inhibitor 3.9%, LDHA block -7.6, USP1 inh 8.9%, RXFP1 agonist 1.4%, GRP78 ERSR act -5.4%, PI4K2A block -0.3, TrxR1 substrate 3.2%, Vif-APOBEC3G blk 5.2% and Vif-A3F inh -7.9%.
`CCOC(=O)C1CCCN(C(=O)c2cccc(S(=O)(=O)NCc3ccccc3)c2)C1` (stereo not drawn) gave mIDH1 inhibitor -8.2%, LDHA block -15.9, USP1 inh -2.0%, GRP78 ERSR act -2.7%, PI4K2A block -2.8, Vif-APOBEC3G blk -0.1% and Vif-A3F inh -3.5%.
`COc1ccc(OC)c(N(CC(=O)NN=C2CCN(C)CC2)S(=O)(=O)c2ccccc2)c1` gave mIDH1 inhibitor -4.2%, LDHA block -5.1, USP1 inh inconclusive, RXFP1 agonist 1.7%, GRP78 ERSR act -5.1%, PI4K2A block -2.0, TrxR1 substrate 3.7%, Vif-APOBEC3G blk -1.1% and Vif-A3F inh -10.3%.
CC(C)OCCCNC(=O)c1cc(S(=O)(=O)N2CCc3ccccc32)cn1C was read as mIDH1 inhibitor -2.5%, LDHA block -0.1, USP1 inh -25.6%, RXFP1 agonist 3.5%, GRP78 ERSR act -1.7%, PI4K2A block -1.9, TrxR1 substrate 4.2%[57.1 µM], Vif-APOBEC3G blk 6.4% and Vif-A3F inh 7.8%.
Cc1cc(C(=O)COC(=O)c2n[nH]c(=O)c3ccccc23)c(C)n1C was read as mIDH1 inhibitor 1.8%, LDHA block -6.8, USP1 inh -8.8%, RXFP1 agonist 3.3%, GRP78 ERSR act -0.2%, PI4K2A block 3.2, TrxR1 substrate -2.7%, Vif-APOBEC3G blk 2.3% and Vif-A3F inh -2.2%.
Screening COc1ccc2[nH]cc(C(=O)CN(C)CCc3ccc(OC)c(OC)c3)c2c1 returned mIDH1 inhibitor -2.1%, LDHA block 4.1, USP1 inh -12.1%, RXFP1 agonist 0.9%, GRP78 ERSR act -8.7%, PI4K2A block -0.7, TrxR1 substrate -6.9%, Vif-APOBEC3G blk -1.7% and Vif-A3F inh 4.0%.
`C=Cn1cc[n+](CC(=O)C(C)(C)C)c1` gave mIDH1 inhibitor 1.1%, LDHA block -1.4, USP1 inh -10.3%, RXFP1 agonist -0.3%, GRP78 ERSR act -4.9%, PI4K2A block 4.6, TrxR1 substrate -0.4%, Vif-APOBEC3G blk 0.7% and Vif-A3F inh 0.7%.
